EPAC2 antag – blocks human EPAC2 exchange factor; Q8WZA2; EPAC2 GEF exchange of Rap1B-BODIPY-GDP, fluorescence; Potency, µM (titrated, usually from 114 µM), without a hit: at the highest dose activity, negative = inhibition, hits mostly inhibitors; 360,000 compounds, 0.18% hits; AID 720708; note: potency is the fitted concentration of half-maximal effect; % is set by controls: 0 for no effect and ±100 for the full control effect; nearly all actives have a fitted effect of over 45% in size; many of its hits are not listed in these tables
MmCpn inh – blocks the Methanococcus maripaludis chaperonin Mm-Cpn; purified Mm-Cpn ATPase, ADP Transcreener TR-FRET; Potency, µM (titrated, usually from 76.9 µM), inactives show at the highest dose activity, negative = inhibition, most hits filed as inhibitors; 330,000 compounds, 0.031% hits; AID 504842; note: potency is the fitted concentration of half-maximal effect; % is set by controls: 0 for no effect and ±100 for the full control effect; nearly all actives have a fitted effect of over 80% in size
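Measured: ADP formation by purified Mm-CPN. Conditions: 25 nM protein, 10 uM ATP, Tris pH 7.4 with Mg2+, K+ and DTT, 37°C for 30 min. Detection: Transcreener HTRF after 30 min at room temperature.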
DRD3 agonist – agonists of human D3 dopamine receptor; D3R DiscoveRx beta-arrestin cells, luminescence, 90 min; P35462; max activation, %; 410,000 compounds, 0.58% hits; in the data active = max activation above about 30%; note: 0% is about no effect; mostly tested at two doses, the higher about 12 µM
Target sequence (P35462 whole entry, looked up): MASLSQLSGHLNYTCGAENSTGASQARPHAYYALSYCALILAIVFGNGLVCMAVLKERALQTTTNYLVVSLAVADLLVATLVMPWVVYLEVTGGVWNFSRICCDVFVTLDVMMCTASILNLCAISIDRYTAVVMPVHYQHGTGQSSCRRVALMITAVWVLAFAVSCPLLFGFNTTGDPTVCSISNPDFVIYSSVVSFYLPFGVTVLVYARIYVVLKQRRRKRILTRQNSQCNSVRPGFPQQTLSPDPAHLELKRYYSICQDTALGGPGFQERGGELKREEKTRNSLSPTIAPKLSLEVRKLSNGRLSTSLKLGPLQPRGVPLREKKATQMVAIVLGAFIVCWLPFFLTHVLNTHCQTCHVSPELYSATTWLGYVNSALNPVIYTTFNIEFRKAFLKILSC
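Cells at 1500/well, incubated overnight, then treated with pinned compounds (dopamine as control) for 90 min at 37 degrees C. DiscoveRx reagent added for 30 - 60 minutes at room temperature; luminescence read.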
DRD3 antagonist – blocks the human D3 dopamine receptor | D3R cells, DiscoveRx beta-arrestin luminescence, antagonist mode; active compounds read low | AID 652054 | P35462 | max response, negative = inhibition, % | 360,000 compounds, 2.5% hits; in the data active = max response below about -50%; inconclusive = no clear call, values can overlap the other calls; note: % is set by controls: 0 for no effect and ±100 for the full control effect; mostly tested at two doses, the higher about 12 µM
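Cells plated overnight at 1500 cells/well, then exposed to library compounds with dopamine controls for 90 minutes at 37 degrees C. DiscoveRx reagent added for 30–60 minutes at room temperature; luminescence read, quantitative HTS format.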
EPAC2 agonist – EPAC2 (human) agonism; AID 720711; Potency, µM (top dose mostly 154 µM), for inactives: at the top dose activation, usual class: activators; 360,000 compounds, 0.079% hits; EPAC2 activation, biochemical qHTS; response scale: 100% = 6.5 mM cAMP response; note: potency is the fitted concentration of half-maximal effect; nearly all actives have a fitted effect of over 50% in size
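Nucleotide exchange monitored as fluorescence drop when BODIPY-GDP leaves Rap1B. Reaction: 100 nM EPAC2, 250 nM RAP1B-BODIPY-GDP, 50 uM GDP, room temperature, kinetic read over 30 min. Activity expressed relative to 6.5 mM cAMP.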
CCT modulator – cytosolic chaperonin activity modulation | AID 651819 | activity change, % (test concentration not listed), hits read low | purified chaperonin ATPase assay, HTRF ADP detection, 30 min | 360,000 compounds, 0.3% hits; in the data active = activity change below about -30%; note: % is set by controls: 0 for no effect and ±100 for the full control effect
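TRiC at 40 or 20 nM final (batch-dependent) in 30 mM Tris pH 7.4, 100 mM KCl, 5 mM MgCl2, 1 mM DTT, with compound at single 76 uM and 10 uM ATP, 30 min at 37 deg C. ADP detected by HTRF Transcreener, 665/615 ratio.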
PTHR1 agonist – agonists of human PTHR1 parathyroid hormone receptor; HEK293 GP2 PTHR1 cells, GloSensor cAMP luminescence, 1 h; Potency, µM (highest dose often 115 µM), for the others: at the top dose activation, actives largely listed as activators; 410,000 compounds, 0.075% hits; note: potency is the fitted concentration of half-maximal effect; nearly all actives have a fitted effect of over 55% in size; some results filed as inactive show a strong effect at the top dose; inactives centre near -15; many of its hits are not listed in these tables
Target sequence (Q03431 whole entry, looked up): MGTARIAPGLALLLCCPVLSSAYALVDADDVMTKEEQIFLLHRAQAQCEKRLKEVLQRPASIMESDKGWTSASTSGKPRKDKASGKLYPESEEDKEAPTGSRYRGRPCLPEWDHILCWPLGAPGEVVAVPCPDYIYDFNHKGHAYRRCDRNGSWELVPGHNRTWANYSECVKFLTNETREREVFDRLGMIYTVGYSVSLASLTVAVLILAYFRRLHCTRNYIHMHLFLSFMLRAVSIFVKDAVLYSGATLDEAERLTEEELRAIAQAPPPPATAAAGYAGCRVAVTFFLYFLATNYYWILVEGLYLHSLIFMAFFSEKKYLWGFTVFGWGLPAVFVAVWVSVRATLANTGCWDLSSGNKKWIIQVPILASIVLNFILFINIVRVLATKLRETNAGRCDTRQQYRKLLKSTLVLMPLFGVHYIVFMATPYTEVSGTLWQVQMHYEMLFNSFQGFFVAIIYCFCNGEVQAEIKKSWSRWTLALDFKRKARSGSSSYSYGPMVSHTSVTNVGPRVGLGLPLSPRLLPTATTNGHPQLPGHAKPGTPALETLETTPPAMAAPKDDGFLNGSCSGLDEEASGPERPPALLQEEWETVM
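HEK-293-derived GP2 cells expressing PTHR1 and a GloSensor cAMP reporter, 3,000/well, plated overnight, given luciferin plus IBMX (each 0.5 mM as added) for 1 h at 37 °C, then compound for 1 h at 37 °C. Luminescence was read after 15 min at room temperature.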
Akt phos inh – blocks phosphorylation of Akt; 360,000 compounds, 0.32% hits; activity change, % for hits at 50 µM; Neuro2A IGF-stimulated pAkt S473 HTRF, 20 min; active compounds read low; AID 651550; in the data active = activity change below about -80%; inconclusive = mostly about -51% to -80%; note: % is set by controls: 0 for no effect and ±100 for the full control effect
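Neuro2A cells in DMEM with 0.5% FBS, overnight at 37 deg C, given compound at single 50 µM final, then IGF (6 nM final) for 20 min at 37 deg C. Lysed; phospho-Akt Ser473 by HTRF after 24 h, 665/615 ratio.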
* hit, by the source's call; i = inactive; ? = inconclusive; nt = not tested or not shown; & = joins results of further samples; [ ] = another dose, or the depositor's remark. Unless noted, calls come from the whole dose curve; as a rule, active = well fitted curve in the direction sought with a large enough effect; inconclusive = small, poorly fitted or top-dose-only effect, or another doubt; inactive = no such curve, though single readings can be large; an effect the other way counts as inactive or inconclusive. This is a subset; count on the stated rates, not on these rows.

SMILES	EPAC2 antag	MmCpn inh	DRD3 agonist	DRD3 antagonist	EPAC2 agonist	CCT modulator	PTHR1 agonist	Akt phos inh
COc1ccc(C(=O)N(Cc2ccccc2)c2cccc(C)c2)c(OC)c1OC	?	0%	3	6	7%	0.8	-14%	i
O=C(On1c(-c2ccccc2)nc2ccccc2c1=O)c1ccco1	-3%	nt	-11	33	0%	0.6	-12%[57.5 µM]	i
CCCCOc1ccc(/C=c2\sc3ncnn3c2=O)cc1	-4%	2%	-3	-9	-6%	-2.7	i	i
CCN=C1SCC(=O)N1c1ccc(OC)cc1	6%	-3%	2	24	0%	-1.0	i	i
C=CCOc1cccc(C2c3c(oc4ccc(F)cc4c3=O)C(=O)N2CCCN2CCOCC2)c1 (stereo not given)	2%	1%	-2	5	-1%	1.0	-5%	i
Cc1ccc(C)c(C(C)NC(=O)Cc2cccs2)c1 (stereo not given)	13%	-1%	4	-9	-2%	-3.0	i	i
O=C(CSCc1c(Cl)cccc1Cl)Nc1cccnc1	16%	2%	1	-4	16%	-4.6	-2%	i
Cc1ccc(S(=O)(=O)NCCCNS(=O)(=O)c2ccccc2Br)cc1	-2%	-1%	2	0	5%	-0.8	-11%	i
CN1C(=O)/C(=C/c2ccc(OC(=O)c3ccco3)cc2)SC1=S	-3%	0%	2	6	4%	-2.8	-5%	i
O=C(O)C(CCCCN1C(=O)c2ccccc2C1=O)N1C(=O)c2ccccc2C1=O (stereo not given)	1%	0%	8	-18	4%	-1.1	?	i
COC(=O)C1=C(C)NC(C)=C(C(=O)OCC(C)C)C1c1ccccc1[N+](=O)[O-] (stereo not given)	13%	nt	-11&-14	-8	-10%	-3.9	-1%	i
Cc1ccc(CNC(=O)C2CCCN2C(=O)Nc2ccccc2)cc1 (stereo not given)	5%	-3%	2	3	12%	2.2	10%	i
COc1cccc(-c2cc3nc(NCc4ccc5occc5c4)n(C)c(=O)c3s2)c1	-2%	nt	1	41	5%	-0.7	-47%[inhibitor]	i
CNC(=O)c1ncoc1-c1ccc(Cl)cc1	7%	-4%	-9	33	0%	-0.4	i	i
COc1cccc(-c2cccc(NC(=O)C3CCN(Cc4cccc(C)n4)CC3)c2)c1	14%	-4%	-7	-13	5%	-0.8	-13%	i
COC(=O)COc1ccc(S(=O)(=O)Nc2ccc(NC(C)=O)cc2)cc1	0%	1%	1	12	4%	0.3	i	i
COc1ccc(-n2c(SCC(=O)NCC3CCCO3)nc3c(c2=O)SC(C)C3)cc1 (stereo not given)	-5%	1%	3	5	2%	-2.1	0%	i
O=c1nc2n(CCO)c3ccccc3cc-2c(=O)[nH]1	-1%	nt	7	-5	6%	0.8	i	i
O=C(CCNS(=O)(=O)c1cccc2nsnc12)NCc1ccc(F)cc1	12%	5%	-5	-15	18%	-2.4	10%	i
NC(=S)N/N=C1\CC(n2nnnc2-c2ccccc2)C2COC1O2 (stereo not given)	-5%	-3%	-3	13	-6%	0.8	-22%	i
CCOC(=O)C1=C(C)Nc2sc(C(=O)c3ccc(F)cc3)c(N)c2C1c1ccc(C(=O)OC)cc1 (stereo not given)	-5%	-23%	0	-29	-7%	0.4	-5%	i
O=C1CCCc2cc3c(cc21)CCCC3	-7%	nt	16	2	12%	-3.9	-16%	i
O=C(NCc1ccccc1)C1CCCN(S(=O)(=O)c2cccnc2)C1 (stereo not given)	4%	1%	8	1	4%	1.0	i	i
O=C(Nc1ccccc1Oc1ccccc1)C1=COCCO1	?	2%	1	5	11%	-0.6	i	i
CCN(C(=O)COc1cccnc1[N+](=O)[O-])C1CCS(=O)(=O)C1 (stereo not given)	7%	0%	0	0	5%	2.9	i	i
COc1nc(N/N=C/c2ccc(C)cc2)nc(N2CCCCC2)n1	9%	2%	2	23	-7%	-2.0	-3%	i
C=C(C)CNC(=S)Nc1nc2c(cc1C(=O)OCC)CCCC2	2%	-1%	14	4	6%	-4.4	-14%	i
Cc1cc(C)nc(SCc2n[nH]c(=S)n2C)n1	7%	-2%	1	24	-4%	3.0	i	i
CC(NC(=O)[C@@H](NC(=O)[C@@H]1Cc2ccccc2CN1)C(C)C)c1ccccc1 (stereo not given in full)	17%	2%	-18	-2	3%	2.3	i	i
CC1CC(=O)Nc2ccccc2N1S(=O)(=O)c1cccc(Cl)c1 (stereo not given)	12%	?	5	24	-1%	1.0	-14%	i
CN(C)[C@H]1N(C(=O)c2ccc(Br)cc2)N=C2c3ccccc3S(=O)(=O)N21	3%[57.1 µM]	-2%	6	14	-1%	-3.9	21%[57.5 µM]	i
COC(CNC(=O)c1ccc2c(=O)n(Cc3ccc4c(c3)OCO4)c(=S)[nH]c2c1)OC	22%	0%	-4	?	-9%	0.4	i	i
CCOc1ccccc1Oc1coc2cc(O)ccc2c1=O	9%	-5%	1	-3	5%	-1.7	-7%	i
CCC(=O)N1CCc2cc(-c3csc(NC(=O)c4ccco4)n3)ccc21	-6%	-4%	25	50	3%	-2.7	-15%	i
O=C(O)CCCCCN1C(=O)/C(=C\c2ccncc2)SC1=S	-2%	-1%	0	6	0%	0.4	-33%[inhibitor]	i
O=c1c2c3c(sc2nc(NCCO)n1CCc1ccccc1)CCCCC3	-19%	-14%	2	6	12%	-2.8	-31%[inhibitor]	i
Cn1c(SCC(=O)Nc2ccccc2F)nnc1-c1ccc(S(=O)(=O)N2CCOCC2)cc1	-2%	1%	-3	-2	5%	-0.7	i	i
COc1cc(S(=O)(=O)N2CCN(C(=O)c3cccs3)CC2)ccc1NC(C)=O	1%	nt	-9	-5	-2%	1.5	i	i
COc1ccc(CC(=O)OCC(=O)Nc2cccc(Cl)c2)cc1	-22%	-1%	3	15	1%	0.4	-20%	i
CC12CN3CCN(CC(C3)C1(O)CN1CCCCC1)C2 (stereo not given)	1%	nt	-1	15	2%	-2.5	i	i
O=c1[nH]n(-c2ncnc3c2cnn3-c2ccccc2)c(=O)c2ccccc12	-3%	1%	-9	0	5%	-0.1	-10%[57.5 µM]	i
C=C(C)CN1C(=O)C(=O)N(CC(=C)C)C1=O	1%	2%	5	14	11%	-1.6	i	i
CCc1nc2ccc(C(=O)N3CCN(C)CC3)cn2c1N(C)CCC(C)C	-1%	nt	3	10	2%	0.2	-15%	i
Cc1cc(NCc2cccnc2)no1	4%	-5%	-1	-4	14%	0.0	i	i
Cc1nnc2n(c1=O)C(CS(=O)(=O)c1ccccc1)CS2 (stereo not given)	20%	-1%	-1	0	-4%	0.3	i	i

Part of the list above, reduced to DRD3 agonist and Akt phos inh:
Molecule,DRD3 agonist,Akt phos inh
CCc1nc2ccc(C(=O)N3CCN(C)CC3)cn2c1N(C)CCC(C)C,3,i
Cc1cc(NCc2cccnc2)no1,-1,i

(further entries)
SMILES	EPAC2 antag	MmCpn inh	DRD3 agonist	DRD3 antagonist	EPAC2 agonist	CCT modulator	PTHR1 agonist	Akt phos inh
CCOCCn1c(CN2CCCC(C)C2)nc2c1c(=O)n(C)c(=O)n2C (stereo not given)	2%	1%	4	11	2%	-1.2	i	i
C[C@@H](CO)NC(=O)c1nc[nH]c1C(=O)N[C@H](C)c1ccccc1	2%	nt	-2	-16	6%	-1.5	i	i
Nc1ncnc2c1ncn2[C@@H]1O[C@H](C(=O)NCC2CCN(Cc3ccccc3)CC2)[C@@H](O)[C@H]1O	8%	nt	-2	-17	2%	0.1	-16%	i
Cc1cccc(NC(=O)CSc2nnc(-c3ccco3)c(-c3ccco3)n2)c1	-20%	-12%	11	5	12%	-4.8	-7%	i
O=C(Nc1ccc(-c2n[nH]c(=S)o2)cc1)c1ccccc1Br	1%	-4%	3	8	1%	-0.3	-25%	i
COC(=O)C1=C(C)NC(=S)NC1c1ccc(-c2cc(Cl)ccc2Cl)o1 (stereo not given)	3%	?	-14	-8	-6%	-0.4	-32%	i
CC(Nc1nc2ccccc2n2cnnc12)c1ccccc1 (stereo not given)	-5%	-4%	6	43	10%	-0.7	-2%	i
O=C(Cn1cnc2c(cnn2-c2ccccc2)c1=O)N1CCCc2ccccc21	-1%	-2%	17	27	10%	-0.9	-35%[inhibitor]	i
COc1cc(/C=C2/S/C(=N/S(=O)(=O)Cc3ccccc3)NC2=O)c([N+](=O)[O-])cc1OC	13%	-2%	-5	1	-11%	-1.8	?	i
CCNS(=O)(=O)c1cc(S(C)(=O)=O)ccc1Cl	5%	0%	1	-20	7%	-5.5	-3%	i
O=C(NCC1CCCO1)c1ccc2c(c1)N(Cc1ccccc1)C(=O)CS2=O (stereo not given)	9%	-2%	2	36	1%	-4.1	i	i
CN(C)/C=C/C(=O)c1cnc2sccn2c1=O	11%	-1%	0	1	1%	1.0	-21%	i
Cc1ccc(CCNC(=O)C2CCC(=O)N2C(C)C)cc1 (stereo not given)	-2%	0%	-8	-5	8%	-1.2	i	i
CCCN(CC(=O)Nc1ccccc1C)C(=O)CSc1ccccc1C	1%	0%	1	-1	8%	2.2	i	i
COc1cccc(CNC(=O)CCn2ccc3cc(S(=O)(=O)N4CCCC4)ccc32)c1	2%	2%	-6&4	-4	-2%	3.1	i	i

Full records as entered above. Order of values: EPAC2 antag, MmCpn inh, DRD3 agonist, DRD3 antagonist, EPAC2 agonist, CCT modulator, PTHR1 agonist, Akt phos inh
O=C(Cn1cnc2c(cnn2-c2ccccc2)c1=O)N1CCCc2ccccc21 is listed with -1%, -2%, 17, 27, 10%, -0.9, -35%[inhibitor], i
O=C(Nc1ccc(-c2n[nH]c(=S)o2)cc1)c1ccccc1Br is listed with 1%, -4%, 3, 8, 1%, -0.3, -25%, i

(more compounds)
SMILES	EPAC2 antag	MmCpn inh	DRD3 agonist	DRD3 antagonist	EPAC2 agonist	CCT modulator	PTHR1 agonist	Akt phos inh
O=C(Nc1ccc(C(=O)O)cc1)/C(=C\c1ccccc1)NC(=O)c1ccco1	0%	0%	11	-8	2%	-0.3	i	i
CSc1nc2ccc(NS(=O)(=O)c3ccc([N+](=O)[O-])cc3)cc2s1	-8%	0%	4	-7	16%	-2.4	-6%	i
C=CCOc1nc2c(c(=O)n(C)c(=O)n2C)n1Cc1ccc(Cl)cc1Cl	7%	3%	16	24	3%	-0.9	-28%	i
COc1ccc(/C=C/C(=O)NC(=S)NNC(=O)c2c(-c3ccccc3)noc2C)cc1	13%	0%	-2	-21	-3%	-0.6	i	i

Compound activity deposited in PubChem by National Center for Advancing Translational Sciences (NCATS).
